SENP1 inh: inhibitors of human SENP1 SUMO protease catalytic domain | AID 624204 | Q9P0U3 | 360,000 tested, 0.21% active | recombinant SENP1 catalytic domain, CyPet-SUMO1-YPet FRET cleavage | inhibition, % at 10 µM;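 active = inhibition at least 30% at 10 µM, raw YFP signal under a set limit, fluorescence ratio 0.5 to 1.5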;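 note: 0% = enzyme with DMSO and 100% = no enzyme wells; some results filed as inactive read as strong as hits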
Target sequence (Q9P0U3 419-644 limits assumed): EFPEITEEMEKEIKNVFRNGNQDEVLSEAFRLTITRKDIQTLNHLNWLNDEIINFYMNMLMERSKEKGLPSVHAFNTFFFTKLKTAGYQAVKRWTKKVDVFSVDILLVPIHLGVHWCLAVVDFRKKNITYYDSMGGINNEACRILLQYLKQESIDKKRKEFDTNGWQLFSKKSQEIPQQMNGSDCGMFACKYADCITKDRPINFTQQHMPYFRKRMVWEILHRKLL
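Material: hSENP1 catalytic domain, recombinant; medium: Tris pH 8 with BME, BSA, NP40 and catalase; compound: single concentration of 10 µM compound, 0.5% DMSO final; technique: FRET read of cyan and yellow fluorescence; timing: 50 min enzyme reaction, room temperature, light-protected; reagent: SFCypet-SUMO1-SFYpet substrate at 25 nM; control set: no-enzyme low, enzyme-DMSO high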
HKDC1 inh: inhibitors of human hexokinase HKDC1 | recombinant HKDC1, G6PDH/diaphorase resazurin coupled fluorescence | inhibition, % at 20 µM | 340,000 tested, 0.16% active;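 active = inhibition above about 35% when tested at 20 µM, limit read from the data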;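 note: plate controls were DMSO wells with enzyme for no effect and DMSO wells lacking enzyme for full effect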
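Assay system: in-house recombinant HK5 (HKDC1) enzyme. Input: HKDC1 at 5 µg/mL. Medium: Tris pH 8.0 buffer with MgCl2, Tween-20, BSA, BME. Dosing: single 20 µM dose. Schedule: 90 min reaction incubation at room temperature, dark. Signal: resazurin-to-resorufin fluorescence via G6PDH and diaphorase coupling, 525/613 nm. Controls: DMSO-enzyme wells negative, buffer-substituted wells positive.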
PfGluPho inh: PfG6PD (Plasmodium falciparum) enzyme inhibition | inhibition, % at 20 µM | PfGluPho enzyme, NADPH resazurin-diaphorase fluorescence | 350,000 tested, 0.78% active;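 active = inhibition reaching at least a set limit at 20 µM in the primary screen, cut at about 59% in these data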;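 note: 0% = DMSO wells with substrate and 100% = DMSO wells lacking glucose-6-phosphate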
SENP8 block-1: inhibitors of human SENP8 protease; 360,000 tested, 0.64% active; Q96LD8; recombinant SENP8, Nedd8 substrate fluorescence; inhibition, % at 20 µM; AID 602440; in the data active = inhibition mostly above about 40%, no sharp cut-off; inactive = mostly below about 27%
Apaf1 inhib: human Apaf-1 inhibition | inhibition, % at 20 µM | reconstituted apoptosome caspase-3 activity, DEVD-Rh110 fluorescence | 330,000 tested, 0.71% active | O14727; active = inhibition of at least 40% at 20 µM;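 note: plate controls were DMSO wells for no effect and DEVD-CHO caspase inhibitor wells for full effect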
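System: reconstituted apoptosome with Apaf-1, cytochrome c, caspase-9, procaspase-3, dATP; Signal: Rh110 fluorescence intensity; Schedule: 30 min compound preincubation, 50 min activation, room temperature; Reagent: cytochrome c trigger plus (Z-DEVD)2-Rh110 caspase-3 substrate.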
SENP7 inh: inhibitors of human SENP7 protease; recombinant SENP7, Z-RLRGG-aminoluciferin luminescence, 40 min; inhibition, % at 5 µM; 330,000 tested, 1.5% active; AID 434973;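 active = inhibition above about 50% at the single test dose, limit read from the data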;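 note: plate controls were DMSO with enzyme for no effect and no enzyme buffer wells for full effect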
Target sequence (Q9BQF6 706-1050 limits assumed): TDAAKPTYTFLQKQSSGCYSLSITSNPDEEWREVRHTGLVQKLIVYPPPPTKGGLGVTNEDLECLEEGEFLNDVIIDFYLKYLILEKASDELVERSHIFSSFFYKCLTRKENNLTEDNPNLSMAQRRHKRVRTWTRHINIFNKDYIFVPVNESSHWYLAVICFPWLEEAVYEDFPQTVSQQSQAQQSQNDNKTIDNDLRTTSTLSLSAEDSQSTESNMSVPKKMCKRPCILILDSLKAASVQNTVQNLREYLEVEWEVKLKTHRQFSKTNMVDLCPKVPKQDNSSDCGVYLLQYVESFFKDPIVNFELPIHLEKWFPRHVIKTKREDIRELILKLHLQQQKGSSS
SENP6 block: inhibitors of human SENP6 protease | Q9GZR1 | Recombinant SENP6 catalytic domain, aminoluciferin luminescence | inhibition, % at 10 µM | 330,000 tested, 1.8% active;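 active = inhibition above about 50% at the single tested dose, limit read from the data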;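 note: plate controls were DMSO wells with enzyme for no effect and DMSO wells lacking enzyme for full effect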
Target sequence (Q9GZR1 628-1112 limits assumed): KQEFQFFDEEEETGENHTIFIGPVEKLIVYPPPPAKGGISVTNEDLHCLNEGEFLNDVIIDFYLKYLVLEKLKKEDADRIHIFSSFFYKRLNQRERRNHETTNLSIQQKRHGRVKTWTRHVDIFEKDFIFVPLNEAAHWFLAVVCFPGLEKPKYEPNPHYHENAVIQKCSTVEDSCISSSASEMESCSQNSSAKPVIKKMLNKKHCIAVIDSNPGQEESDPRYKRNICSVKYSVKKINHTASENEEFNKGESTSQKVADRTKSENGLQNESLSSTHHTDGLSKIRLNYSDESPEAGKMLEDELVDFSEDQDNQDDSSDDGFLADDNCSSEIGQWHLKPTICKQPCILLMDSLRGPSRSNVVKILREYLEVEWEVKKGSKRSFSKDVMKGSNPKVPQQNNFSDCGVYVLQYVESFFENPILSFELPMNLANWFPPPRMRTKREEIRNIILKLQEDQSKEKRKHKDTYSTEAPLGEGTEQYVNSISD
SENP8 block-2: inhibitors of human SENP8 protease. 330,000 tested, 1.2% active. purified SENP8, Z-RLRGG-aminoluciferin cleavage, luminescence. inhibition, % at 10 µM. AID 2540; in the data active = inhibition above about 50%
* = called active by the depositor; & = joins results of further samples. This is a subset (hit frequency here may not be typical).

Screening CCOP(=O)(OCC)C(O)c1ccc(OC)cc1OC (stereo unspecified) returned SENP1 inh 2, HKDC1 inh -4, PfGluPho inh -1, SENP8 block-1 10, Apaf1 inhib -1, SENP7 inh 1, SENP6 block 1 and SENP8 block-2 -1.
`O=[N+]([O-])c1ccccc1CCl` gave SENP1 inh 0, HKDC1 inh -2, PfGluPho inh 10, SENP8 block-1 2, Apaf1 inhib -1, SENP7 inh 7, SENP6 block 13 and SENP8 block-2 -7.
For O=C(NCc1cccnc1)NC1CCCCC1 the results were SENP1 inh 4, HKDC1 inh -5, PfGluPho inh -6, SENP8 block-1 8, Apaf1 inhib 4, SENP7 inh -10, SENP6 block -3 and SENP8 block-2 -6.
`COc1ccc(-n2c(O)c(C(C)=NCCCn3ccnc3)c(=O)[nH]c2=O)cc1` gave SENP1 inh 1, HKDC1 inh -5, PfGluPho inh -5, SENP8 block-1 8, Apaf1 inhib 3, SENP7 inh 6, SENP6 block -13 and SENP8 block-2 2.
Screening O=P(Nc1cccc(F)c1)(Oc1ccccc1F)Oc1ccccc1F returned SENP1 inh 2, HKDC1 inh 0, PfGluPho inh 12, SENP8 block-1 16, Apaf1 inhib 15, SENP7 inh -7, SENP6 block -48 and SENP8 block-2 -3.
`CC1CN1P(=O)(Oc1ccccc1)N1CC1C` (stereo unspecified) gave SENP1 inh -10, HKDC1 inh -2, PfGluPho inh 6 and SENP8 block-1 -3.
ClCCN(CCCl)c1ccc(C=Cc2ccncn2)cc1 was read as SENP1 inh -30, HKDC1 inh 3, PfGluPho inh 23 and SENP8 block-1 inactive.
`CSc1nc(N)c(N=Nc2ccc([As](=O)(O)O)cc2)c(=O)[nH]1` gave SENP1 inh -5, HKDC1 inh 25, PfGluPho inh 50, SENP8 block-1 9, Apaf1 inhib 1, SENP7 inh 8, SENP6 block -1 and SENP8 block-2 -2.
For CCOc1ccccc1N1C(=O)NC(=O)/C(=C/c2ccc3c4c(cccc24)CC3)C1=O the results were SENP1 inh 2, HKDC1 inh 4, PfGluPho inh 4, SENP8 block-1 -208, Apaf1 inhib -2, SENP7 inh 3, SENP6 block -21 and SENP8 block-2 0.
For O=C1CN=C(c2ccc[nH]2)c2cc(Cl)ccc2N1 the results were SENP1 inh 0, HKDC1 inh -4, PfGluPho inh 1, SENP8 block-1 -11, Apaf1 inhib 3, SENP7 inh -1, SENP6 block 9 and SENP8 block-2 0.
Screening O=C(c1ccc2c(c1)OCO2)C1CCCN(Cc2ccccn2)C1 (stereo unspecified) returned SENP1 inh -2, HKDC1 inh -3, PfGluPho inh 4, SENP8 block-1 -8, Apaf1 inhib 1, SENP7 inh -3, SENP6 block -3 and SENP8 block-2 3.
COc1ccc(-n2c(=O)[nH]c3ccccc3c2=O)cc1 was read as SENP1 inh 1, HKDC1 inh -3, PfGluPho inh -4, SENP8 block-1 4, Apaf1 inhib -2, SENP7 inh 10, SENP6 block -16 and SENP8 block-2 2.
`CCN[C@@H](C)Cc1cccc(C(F)(F)F)c1` gave SENP1 inh -2, HKDC1 inh -5, PfGluPho inh -2, SENP8 block-1 4, Apaf1 inhib -3, SENP7 inh 5, SENP6 block -4 and SENP8 block-2 -1.
CC(=O)O[C@H]1CCC2C3CC[C@H]4[C@@H](O)[C@H](O)CC[C@]4(C)C3CC[C@@]21C (stereo partly specified) was read as SENP1 inh 3, HKDC1 inh 10, PfGluPho inh -20 and SENP8 block-1 6.
O=[N+]([O-])c1ccc2nc(N3CCNCC3)ccc2c1 was read as HKDC1 inh 14, PfGluPho inh 40, Apaf1 inhib 40, SENP7 inh 7, SENP6 block -4 and SENP8 block-2 11.
O=C(CCN1CC1)OCCOC(=O)CCN1CC1 was read as SENP1 inh 1, HKDC1 inh -7, PfGluPho inh 12 and SENP8 block-1 8.
For CCc1ccc(-n2c(O)c(/C=N/NC(=O)c3ccncc3)c(=O)[nH]c2=O)cc1 the results were SENP1 inh -44, HKDC1 inh -2, PfGluPho inh -11, SENP8 block-1 -203, Apaf1 inhib -5, SENP7 inh -5, SENP6 block -13 and SENP8 block-2 -5.
For O=c1[nH]c(=O)n(Cc2ccc(F)cc2)c(O)c1C=NCCCN1CCOCC1 the results were SENP1 inh 2, HKDC1 inh 10, PfGluPho inh -14, SENP8 block-1 12, Apaf1 inhib -4, SENP7 inh 2, SENP6 block 7 and SENP8 block-2 -3.
For CCOC(=O)C1(CCOc2ccccc2)CCN(Cc2ccc(C)s2)CC1 the results were SENP1 inh 1, HKDC1 inh -4, PfGluPho inh 9, SENP8 block-1 15, Apaf1 inhib 12, SENP7 inh 6, SENP6 block 13 and SENP8 block-2 1.
`O=C1NC(=O)N(c2ccc3c(c2)OCO3)C(=O)/C1=C\c1ccc(N2CCCCC2)o1` gave SENP1 inh 24, HKDC1 inh -14, PfGluPho inh 16, SENP8 block-1 18, Apaf1 inhib -1, SENP7 inh 15, SENP6 block -6 and SENP8 block-2 -2.

Gathered by group: the compounds so far with fluorine (3)
Screening O=P(Nc1cccc(F)c1)(Oc1ccccc1F)Oc1ccccc1F returned SENP1 inh 2, HKDC1 inh 0, PfGluPho inh 12, SENP8 block-1 16, Apaf1 inhib 15, SENP7 inh -7, SENP6 block -48 and SENP8 block-2 -3.
`CCN[C@@H](C)Cc1cccc(C(F)(F)F)c1` gave SENP1 inh -2, HKDC1 inh -5, PfGluPho inh -2, SENP8 block-1 4, Apaf1 inhib -3, SENP7 inh 5, SENP6 block -4 and SENP8 block-2 -1.
For O=c1[nH]c(=O)n(Cc2ccc(F)cc2)c(O)c1C=NCCCN1CCOCC1 the results were SENP1 inh 2, HKDC1 inh 10, PfGluPho inh -14, SENP8 block-1 12, Apaf1 inhib -4, SENP7 inh 2, SENP6 block 7 and SENP8 block-2 -3.

Next part.
`CN1Cc2ccccc2-n2nncc2C1` gave SENP1 inh 0, HKDC1 inh -3, PfGluPho inh 0 and SENP8 block-1 0.
O=c1[nH]c(O)c(N=Nc2ccc(SC(F)F)cc2)c(=O)[nH]1 was read as SENP1 inh 7, HKDC1 inh 13, PfGluPho inh 0, SENP8 block-1 40, Apaf1 inhib -10, SENP7 inh 14, SENP6 block 30 and SENP8 block-2 19.
For Clc1ccccc1NC1=NCCCS1 the results were SENP1 inh 1, HKDC1 inh -5, PfGluPho inh 4, SENP8 block-1 14, Apaf1 inhib -2, SENP7 inh -2, SENP6 block 8 and SENP8 block-2 9.
For CC(=NCc1cccnc1)c1c(O)n(-c2ccc(C)cc2)c(=O)[nH]c1=O the results were SENP1 inh -2, HKDC1 inh -5, PfGluPho inh -4, SENP8 block-1 11, Apaf1 inhib -2, SENP7 inh 2, SENP6 block -2 and SENP8 block-2 -3.
Screening Cc1csc(NC(=O)C(Cl)c2ccccc2)n1 (stereo unspecified) (tested in a mixture with another compound) returned SENP1 inh 1, HKDC1 inh -1, PfGluPho inh -1, SENP8 block-1 12, Apaf1 inhib 2, SENP7 inh -6, SENP6 block -18 and SENP8 block-2 -16.
Cc1ccc(-c2nn(Cc3ccccc3)cc2C=O)cc1C was read as SENP1 inh 0, HKDC1 inh -14, PfGluPho inh 5, SENP8 block-1 6, Apaf1 inhib 16, SENP7 inh -4, SENP6 block -7 and SENP8 block-2 -8.
Screening O=P(NS(=O)(=O)c1ccc(Br)cc1)(Oc1ccccc1)Oc1ccccc1 returned SENP1 inh 4, HKDC1 inh -1, PfGluPho inh -46, SENP8 block-1 8, Apaf1 inhib -13, SENP7 inh 7, SENP6 block -25 and SENP8 block-2 1.
`Cc1ccc(Cn2cc(C=O)c(-c3ccc(C)cc3)n2)cc1` gave SENP1 inh -3, HKDC1 inh 11, PfGluPho inh 9, SENP8 block-1 6, Apaf1 inhib 21, SENP7 inh -5, SENP6 block -13 and SENP8 block-2 -10.
C[C@]12CCC(=O)C[C@H]1CC[C@@H]1[C@@H]2CC[C@]2(C)C(=O)CC[C@@H]12 was read as SENP1 inh 2, HKDC1 inh -4, PfGluPho inh 7, SENP8 block-1 36, Apaf1 inhib -5, SENP7 inh 12, SENP6 block -20 and SENP8 block-2 7.
O=C1NC(=S)NC(=O)C1Cc1ccccc1 was read as SENP1 inh 3, HKDC1 inh -6, PfGluPho inh -2 and SENP8 block-1 16.
For CC(Cc1ccccc1)NC(=O)NC(C)Cc1ccccc1 (stereo unspecified) the results were SENP1 inh -1, HKDC1 inh 1, PfGluPho inh -11, SENP8 block-1 30, Apaf1 inhib -182, SENP7 inh -9, SENP6 block -3 and SENP8 block-2 -8.
`COc1cc(C)cc2oc(=O)c(CC(=O)N3C[C@H]4C[C@@H](C3)c3cccc(=O)n3C4)c(C)c12` gave SENP1 inh -3, HKDC1 inh 5, PfGluPho inh -7, SENP8 block-1 -186, Apaf1 inhib 3, SENP7 inh -2, SENP6 block -25 and SENP8 block-2 -2.
CC(=O)c1ccc(OC(=O)N(C)c2ccccc2)cc1 was read as SENP1 inh 2, HKDC1 inh -11, PfGluPho inh -4, SENP8 block-1 13, Apaf1 inhib -11, SENP7 inh 9, SENP6 block 5 and SENP8 block-2 2.
Screening COP(=O)(C#Cc1ccccc1)C(O)c1ccc(Br)cc1 (stereo unspecified) returned SENP1 inh -1, HKDC1 inh 5, PfGluPho inh 0, SENP8 block-1 15, Apaf1 inhib -8, SENP7 inh 4, SENP6 block -12 and SENP8 block-2 -6.
O=c1[nH]c2ccccc2o1 was read as SENP1 inh 2, HKDC1 inh -4, PfGluPho inh -3, SENP8 block-1 32, Apaf1 inhib -7, SENP7 inh -5, SENP6 block 8 and SENP8 block-2 -1.
`Cc1cc(/C=C2\C(=O)NC(=S)N(C)C2=O)c(C)n1C1CCCCC1` gave SENP1 inh 2, HKDC1 inh -7, PfGluPho inh 2, SENP8 block-1 7, Apaf1 inhib 12, SENP7 inh -13, SENP6 block -3 and SENP8 block-2 -5.
`COC(=O)C1=C(c2ccc(-c3ccccc3)c(F)c2)C[C@@H]2CC[C@H]1N2C(=O)NCC1CC1` gave SENP1 inh 2, HKDC1 inh -1, PfGluPho inh -1, SENP8 block-1 32, Apaf1 inhib 37, SENP7 inh -8, SENP6 block -18 and SENP8 block-2 -14.
For C=CCN1C(=O)NC(=O)/C(=C/c2cc3c4c(c2)CCCN4CCC3)C1=O the results were SENP1 inh -15, HKDC1 inh 2, PfGluPho inh 53, SENP8 block-1 -70, Apaf1 inhib 7, SENP7 inh 4, SENP6 block -13 and SENP8 block-2 5.
CN(C)[C@@H]1C(=O)C(C(N)=O)=C(O)[C@@]2(O)C(=O)C3=C(O)c4c(O)cccc4[C@@](C)(O)[C@H]3[C@H](O)[C@@H]12 was read as SENP1 inh 22&17, HKDC1 inh 24&32, PfGluPho inh 24&23, SENP8 block-1 -122&-112, Apaf1 inhib 3, SENP7 inh 10, SENP6 block 15 and SENP8 block-2 13.
Screening O=C1CCN(C(=O)C(Cl)Cl)N1 returned SENP1 inh 2, HKDC1 inh -3, PfGluPho inh 4, SENP8 block-1 30, Apaf1 inhib -17, SENP7 inh -2, SENP6 block -7 and SENP8 block-2 -5.
For C=CCn1cc(C=C2C(=O)NC(=O)NC2=O)c2ccccc21 the results were SENP1 inh 0, HKDC1 inh 6, PfGluPho inh -9, SENP8 block-1 29, Apaf1 inhib 14, SENP7 inh -4, SENP6 block -3 and SENP8 block-2 -8.
Screening COc1cccc(OCC(=O)N2CCN(C)CC2)c1 returned SENP1 inh 0, HKDC1 inh -10, PfGluPho inh 9, SENP8 block-1 6, Apaf1 inhib -22, SENP7 inh 6, SENP6 block -33 and SENP8 block-2 2.
